Tb PGK inh – blocks T. brucei phosphoglycerate kinase | 380,000 compounds, 0.043% hits | P07378 | PGK/GAPDH coupled, Kinase-Glo luminescence, 60 min | Potency, µM (series often up to 57.5 µM), for inactives: at the top dose activity change, negative = inhibition, usual class: inhibitors; further: potency means the concentration at half of the fitted maximal effect; on the % scale 0 is the no-effect control and ±100 the full control effect; nearly all actives have a fitted effect of over 60% in size
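Luminescent ATP detection (Kinase-Glo Plus) follows a 60-minute room-temperature incubation, with wells lacking PGK as controls. Buffer: 100 mM TEA (pH 7.6), 5 mM MgCl2, 0.01% Tween-20. Coupling enzyme GAPDH (100 nM final) supplies unstable 1,3-BPG in-well.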
GLS inhibitor – inhibitors of human glutaminase (GLS); GLS enzymatic activity, qHTS titration; Potency, µM (series often up to 45.5 µM), for the others: top-dose activity change, negative = inhibition, hits mostly inhibitors; 410,000 compounds, 0.21% hits; further: potency means the concentration at half of the fitted maximal effect; on the % scale 0 is the no-effect control and ±100 the full control effect
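Compounds were pin-transferred onto hKGA, after which L-glutamine (1 mM solution) and a detection mix of glutamate oxidase, HRP and Amplex Red were added. Initial and 30 min RT fluorescence reads were collected.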
TrxR1 inh – inhibitors of rat thioredoxin reductase 1. recombinant rTrxR1, NADPH fluorescence consumption, selenite substrate. Potency, µM (top dose mostly 114 µM), for the others: at the highest dose activity change, negative = inhibition, actives largely listed as inhibitors. 390,000 compounds, 1% hits. AID 588453; further: potency means the concentration at half of the fitted maximal effect; on the % scale 0 is the no-effect control and ±100 the full control effect; nearly all actives have a fitted effect of over 65% in size
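Rat TrxR1 (90 nM in the dispensed reagent) was pre-reduced with 400 uM NADPH for 5 min at room temperature, then incubated with compound for 15 min. After 400 uM selenite was added, NADPH fluorescence (Ex 340/Em 450 nm) was followed for 8 min.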
HP1b binding inh – HP1-beta chromodomain-methylated histone interaction inhibition; P83916; AlphaScreen HP1-beta / biotin-H3K9me3 peptide binding; Potency, µM (series often up to 114 µM), for inactives: top-dose activity change, negative = inhibition, actives largely listed as inhibitors; 390,000 compounds, 0.56% hits; AID 540317; further: potency means the concentration at half of the fitted maximal effect; nearly all actives have a fitted effect of over 70% in size; inactives centre near 23
Target sequence (P83916 whole entry, looked up): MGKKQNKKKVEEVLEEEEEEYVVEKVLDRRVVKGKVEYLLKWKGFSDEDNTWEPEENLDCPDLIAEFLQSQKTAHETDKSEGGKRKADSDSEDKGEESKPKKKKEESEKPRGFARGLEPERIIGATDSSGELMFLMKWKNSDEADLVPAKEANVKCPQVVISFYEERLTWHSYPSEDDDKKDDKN
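HP1-beta protein (50 nM final) preincubated 30 min at room temperature with biotinylated H3(1-18)K9me3 peptide (50 nM) in PBS pH 7.4, 0.01% Tween-20, then compound added for 30 min. AlphaScreen streptavidin donor/nickel chelate acceptor beads (10 ug/mL final), 30 min dark, luminescence read.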
USP1 inh – blocks the human USP1/UAF1 deubiquitinase complex. 390,000 compounds, 0.23% hits. recombinant USP1/UAF1, Ub-Rhodamine cleavage fluorescence. Potency, µM (highest dose often 57.1 µM), without a hit: at the highest dose activity change, negative = inhibition, most hits filed as inhibitors. O94782; further: potency means the concentration at half of the fitted maximal effect; on the % scale 0 is the no-effect control and ±100 the full control effect; nearly all actives have a fitted effect of over 60% in size; inactives centre near -12
Target sequence (O94782 whole entry, looked up): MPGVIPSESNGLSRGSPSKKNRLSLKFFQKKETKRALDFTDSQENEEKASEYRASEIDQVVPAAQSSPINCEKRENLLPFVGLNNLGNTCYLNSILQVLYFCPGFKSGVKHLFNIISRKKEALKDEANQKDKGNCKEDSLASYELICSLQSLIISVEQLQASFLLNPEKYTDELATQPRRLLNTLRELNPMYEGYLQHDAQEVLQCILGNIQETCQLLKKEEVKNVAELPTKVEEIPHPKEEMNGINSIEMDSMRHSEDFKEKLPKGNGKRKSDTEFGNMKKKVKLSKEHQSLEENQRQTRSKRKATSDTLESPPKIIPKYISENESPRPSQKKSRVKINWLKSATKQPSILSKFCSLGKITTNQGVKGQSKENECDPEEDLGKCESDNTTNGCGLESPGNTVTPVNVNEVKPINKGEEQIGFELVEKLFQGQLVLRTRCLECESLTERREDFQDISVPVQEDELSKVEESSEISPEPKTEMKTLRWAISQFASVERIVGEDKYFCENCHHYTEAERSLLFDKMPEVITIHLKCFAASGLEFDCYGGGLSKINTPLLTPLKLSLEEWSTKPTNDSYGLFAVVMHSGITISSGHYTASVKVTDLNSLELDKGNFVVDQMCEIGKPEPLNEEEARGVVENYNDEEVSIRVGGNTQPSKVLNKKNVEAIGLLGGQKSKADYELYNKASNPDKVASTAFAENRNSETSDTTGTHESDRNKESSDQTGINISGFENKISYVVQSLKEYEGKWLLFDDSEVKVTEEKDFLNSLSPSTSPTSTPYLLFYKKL
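In this screen, compounds sit with the deubiquitinase complex (1nM) for 15 min at room temperature before Ub-Rho is added at 150nM final. Fluorescence rise is then followed for 6 reads every 60 seconds.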
PI4K2A block – inhibitors of human PI4K2A; purified PI4K2A, ADP-Glo luminescence, 1 h; hits give low values; activity change, negative = inhibition, % at 76.9 µM; 420,000 compounds, 0.13% hits; AID 1346378; in the data active means activity change below about -50%; inconclusive means mostly about -30% to -49%;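 further: -100% = wells without enzyme as full effect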
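PI4K2A activity was measured by ADP-Glo luminescence: enzyme (4 ug/mL stock) and phosphatidylinositol (1.2 mM stock) in Tris pH 7.5/MgCl2/EGTA/Triton X-100 buffer were reacted with ATP (300 microM stock) for one hour at ambient temperature.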
TrxR1 substrate – is turned over as a substrate by rat TrxR1 | O89049 | 390,000 compounds, 0.01% hits | purified TrxR1 substrate turnover, NADPH consumption readout | Potency, µM (doses to about 114 µM), inactives show at the highest dose activity change, negative = substrate turnover; further: potency means the concentration at half of the fitted maximal effect; on the % scale 0 is the no-effect control and ±100 the full control effect; nearly all actives have a fitted effect of over 50% in size
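Rat TrxR1, dispensed at 90 nM, was prereduced with 400 uM NADPH (final) for 5 min at ~22 deg C, then incubated with compound 15 min before 400 uM selenite. A first-read NADPH fluorescence drop versus no-compound background flagged substrates.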
Pin1 inh – blocks the human prolyl isomerase Pin1 | Potency, µM (titrated, usually from 115 µM), inactives show at the top dose activity, negative = inhibition, actives largely listed as inhibitors | Q13526 | AID 504891 | 390,000 compounds, 0.009% hits | Pin1 FP peptide displacement, HiFluor488, 10 min; active means well fitted inhibition curve with a large enough effect in the polarisation, with a control signal flat, not every such curve was filed as active; inconclusive means small, poorly fitted or top-dose-only effect, or effect the other way, or a change in a side signal; inactive means no such curve, though single readings can be large or run the other way; the % refers to the polarisation; further: potency means the concentration at half of the fitted maximal effect; on the % scale 0 is the no-effect control and ±100 the full control effect
mIDH1 inhibitor – blocks human mutant IDH1 R132H enzyme | IDH1-R132H enzyme, NADPH consumption, diaphorase/resazurin fluorescence | O75874 | AID 602179 | Potency, µM (series often up to 76.6 µM), for inactives: at the highest dose activity change, negative = inhibition, usual class: inhibitors | 390,000 compounds, 0.093% hits; further: potency means the concentration at half of the fitted maximal effect; on the % scale 0 is the no-effect control and ±100 the full control effect; nearly all actives have a fitted effect of over 65% in size
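IDH1-R132H (0.5 ug/mL dispensed) in pH 7.5 Tris buffer was preincubated 30 min with compound, then given a substrate mix of 0.016 mM NADPH and 2 mM alpha-KG for 80 min at room temperature; remaining NADPH was read by diaphorase/resazurin fluorescence.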
The depositor's hits bear a star; [ ] = dose if it differs, or a comment. Unless noted, the call rests on the fitted dose curve; in most records, active means well fitted curve in the direction sought with a large enough effect; inconclusive means small, poorly fitted or top-dose-only effect, or another doubt; inactive means no such curve, though single readings can be large; an effect the other way counts as inactive or inconclusive. A portion of the library (hit frequency here may not be typical).

What do the screens show for `O=C(CSC(=S)N1CCCCC1)Nc1nc(-c2ccccc2)c(-c2ccccc2)o1`?
Tb PGK inh: -3%; GLS inhibitor: -1%; TrxR1 inh: -2%; HP1b binding inh: 30%; USP1 inh: -13%; PI4K2A block: 1; TrxR1 substrate: -1%; Pin1 inh: 11%; mIDH1 inhibitor: 9%

How did CCOC(=O)c1cc(NC(=O)c2ccoc2C)cc(C(=O)OCC)c1 do in these assays?
Tb PGK inh: -8%; GLS inhibitor: 2%; TrxR1 inh: 2%; HP1b binding inh: 8%; USP1 inh: -13%; PI4K2A block: -2; TrxR1 substrate: 3%; Pin1 inh: 14%; mIDH1 inhibitor: 12%

How did Cc1ccc(NC(=O)CCc2nc(-c3ccccc3F)no2)c(C)c1 do in these assays?
Tb PGK inh: 2%; GLS inhibitor: -6%; TrxR1 inh: 4%; HP1b binding inh: 30%; USP1 inh: -9%; PI4K2A block: -1; TrxR1 substrate: -7%; Pin1 inh: -12%; mIDH1 inhibitor: 2%

Results for Nc1nnc(CCCCCCCCCCc2nnc(N)s2)s1 ?
Tb PGK inh: 3%; GLS inhibitor: -5%; TrxR1 inh: 28%; HP1b binding inh: 24%; USP1 inh: 2%; PI4K2A block: -5; TrxR1 substrate: 5%[57.1 µM]; Pin1 inh: 12%; mIDH1 inhibitor: 4%

How did CCN(CC)CCOC(=O)c1ccc(N/C=C(/C#N)c2nc(-c3ccc(OC)cc3)cs2)cc1 do in these assays?
Tb PGK inh: -6%; GLS inhibitor: -22%; TrxR1 inh: 2%[57.1 µM]; HP1b binding inh: inconclusive; USP1 inh: -17%; PI4K2A block: -1; TrxR1 substrate: 2%[57.1 µM]; Pin1 inh: inconclusive; mIDH1 inhibitor: 3%

Results for CCN(CC)c1ccc(S(=O)(=O)N2CCOCC2)cc1NC(=O)CN1CCc2ccccc2C1 ?
Tb PGK inh: inactive; GLS inhibitor: -10%; TrxR1 inh: 34%[activator][57.1 µM]; HP1b binding inh: 18%; USP1 inh: -16%; PI4K2A block: -1; TrxR1 substrate: -3%[57.1 µM]; Pin1 inh: 14%; mIDH1 inhibitor: -13%

What do the screens show for `CCN(CC)S(=O)(=O)c1cccc(NC(=O)C2CC(=O)N(c3ccc4c(c3)OCCO4)C2)c1` (centres undefined)?
Tb PGK inh: -8%; GLS inhibitor: 0%; TrxR1 inh: 0%[57.1 µM]; HP1b binding inh: -13%; USP1 inh: -21%; PI4K2A block: 0; TrxR1 substrate: -1%[57.1 µM]; Pin1 inh: -8%; mIDH1 inhibitor: 3%

How did O=C(N/N=C\c1ccc(OC(=O)c2cccs2)cc1)c1ccc(Cl)cc1 do in these assays?
Tb PGK inh: -28%; GLS inhibitor: 1%; TrxR1 inh: 7%; HP1b binding inh: 14%; USP1 inh: inconclusive; PI4K2A block: -4; TrxR1 substrate: -1%; Pin1 inh: 25%; mIDH1 inhibitor: 3%

What do the screens show for `Cc1nc2c(-c3ccccc3)c(C)nn2c(C)c1CCC(=O)N1CCOCC1`?
Tb PGK inh: 1%; GLS inhibitor: -5%; TrxR1 inh: -8%; HP1b binding inh: 11%; USP1 inh: -21%; PI4K2A block: 2; TrxR1 substrate: -4%; Pin1 inh: 1%; mIDH1 inhibitor: 13%

Results for CC(C)Cn1c(N)c(C(=O)COC(=O)c2cc(C(F)(F)F)nc3ccccc23)c(=O)n(C)c1=O ?
Tb PGK inh: -2%; GLS inhibitor: 0%; TrxR1 inh: 24%[57.1 µM]; HP1b binding inh: 8%; USP1 inh: -21%; PI4K2A block: 9; TrxR1 substrate: 10%[57.1 µM]; Pin1 inh: 3%; mIDH1 inhibitor: 6%

What do the screens show for `C=CCNC(=S)N/N=C/c1ccc(C)c([N+](=O)[O-])c1`?
Tb PGK inh: 3%; GLS inhibitor: 15%; TrxR1 inh: -7%; HP1b binding inh: 11%; USP1 inh: -7%; PI4K2A block: 4; TrxR1 substrate: -7%; Pin1 inh: 10%; mIDH1 inhibitor: -1%

Results for CC1(C)C2([N+](=O)[O-])CN3CC1([N+](=O)[O-])CN(C2)C31CCCC1 ?
Tb PGK inh: -3%; GLS inhibitor: -16%; TrxR1 inh: 24%; HP1b binding inh: -5%; USP1 inh: -3%; PI4K2A block: -8; TrxR1 substrate: 5%; Pin1 inh: 9%; mIDH1 inhibitor: 7%

Results for CCN(CC)S(=O)(=O)c1cccc(NC(=O)COC(=O)C2COc3ccccc3O2)c1 (centres undefined) ?
Tb PGK inh: -4%; GLS inhibitor: 5%; TrxR1 inh: 0%; HP1b binding inh: 19%; USP1 inh: -21%; PI4K2A block: 0; TrxR1 substrate: -8%; Pin1 inh: 0%; mIDH1 inhibitor: 1%

Results for CCCOc1ccc(-c2nc(C#N)c(N3CCc4ccccc4C3)o2)cc1 ?
Tb PGK inh: -9%; GLS inhibitor: 5%; TrxR1 inh: 95%[activator]; HP1b binding inh: inconclusive; USP1 inh: -8%; PI4K2A block: 0; TrxR1 substrate: 72%[activator]; Pin1 inh: 1%; mIDH1 inhibitor: 6%

How did CC(=O)OCC(OC(C)=O)C(OC(C)=O)C(OC(C)=O)C(=O)Nc1ccccc1C (centres undefined) do in these assays?
Tb PGK inh: 1%; GLS inhibitor: 1%; TrxR1 inh: -12%; HP1b binding inh: 12%; USP1 inh: -2%; PI4K2A block: -1; TrxR1 substrate: -12%; Pin1 inh: 4%; mIDH1 inhibitor: -5%

What do the screens show for `CC(=O)Nc1ccccc1C(=O)N1CCc2ccccc21`?
Tb PGK inh: 0%; GLS inhibitor: 5%; TrxR1 inh: 11%[57.1 µM]; HP1b binding inh: 21%; USP1 inh: 3%; PI4K2A block: -2; TrxR1 substrate: 10%[57.1 µM]; Pin1 inh: 8%; mIDH1 inhibitor: 11%

What do the screens show for `O=C1[C@H]2[C@@H](c3ccc(Cl)cc3)N3C(=O)N(c4cccc(Br)c4)C(=O)[C@@]3(Cc3ccc(Cl)cc3)[C@H]2C(=O)N1C1CCCCC1`?
Tb PGK inh: -2%; GLS inhibitor: -11%; TrxR1 inh: 38%; HP1b binding inh: 18%; USP1 inh: -17%; PI4K2A block: 3; TrxR1 substrate: -1%[57.1 µM]; Pin1 inh: 20%; mIDH1 inhibitor: -1%

How did COc1ccc(OC)c(S(=O)(=O)N2CCN(C(=O)c3ccco3)CC2)c1 do in these assays?
Tb PGK inh: -3%; GLS inhibitor: 15%; TrxR1 inh: 2%; HP1b binding inh: 22%; USP1 inh: -6%; PI4K2A block: -10; TrxR1 substrate: -4%; Pin1 inh: -12%; mIDH1 inhibitor: 13%

How did CCOC(=O)N=Nc1c(O)n(CC)c2ccccc12 do in these assays?
Tb PGK inh: -1%; GLS inhibitor: -15%; TrxR1 inh: -16%; HP1b binding inh: 25%; USP1 inh: -14%; PI4K2A block: 2; TrxR1 substrate: -14%; Pin1 inh: -12%; mIDH1 inhibitor: 7%

What do the screens show for `COc1ccc(NC(=O)Nc2ccc3c(c2)C(=O)N([C@@H](C)CO)C[C@@H](C)[C@@H](CN(C)CC2CCCCC2)O3)cc1`?
Tb PGK inh: 0%; GLS inhibitor: 23%; TrxR1 inh: 7%; HP1b binding inh: 16%; USP1 inh: -24%; PI4K2A block: 0; TrxR1 substrate: -1%; Pin1 inh: inconclusive; mIDH1 inhibitor: -11%

What do the screens show for `c1ccc2c(c1)nc(CN1CCOCC1)n1c3ccccc3nc21`?
Tb PGK inh: -7%; GLS inhibitor: 1%; TrxR1 inh: -16%; HP1b binding inh: 44%[activator]; USP1 inh: -18%; PI4K2A block: 4; TrxR1 substrate: 6%; Pin1 inh: -1%; mIDH1 inhibitor: 7%

3 compounds out of the list, ordered by SMILES length, rising:
How did Cc1ccc(NC(=O)CCc2nc(-c3ccccc3F)no2)c(C)c1 do in these assays?
Tb PGK inh: 2%; GLS inhibitor: -6%; TrxR1 inh: 4%; HP1b binding inh: 30%; USP1 inh: -9%; PI4K2A block: -1; TrxR1 substrate: -7%; Pin1 inh: -12%; mIDH1 inhibitor: 2%

How did O=C(N/N=C\c1ccc(OC(=O)c2cccs2)cc1)c1ccc(Cl)cc1 do in these assays?
Tb PGK inh: -28%; GLS inhibitor: 1%; TrxR1 inh: 7%; HP1b binding inh: 14%; USP1 inh: inconclusive; PI4K2A block: -4; TrxR1 substrate: -1%; Pin1 inh: 25%; mIDH1 inhibitor: 3%

Results for CC1(C)C2([N+](=O)[O-])CN3CC1([N+](=O)[O-])CN(C2)C31CCCC1 ?
Tb PGK inh: -3%; GLS inhibitor: -16%; TrxR1 inh: 24%; HP1b binding inh: -5%; USP1 inh: -3%; PI4K2A block: -8; TrxR1 substrate: 5%; Pin1 inh: 9%; mIDH1 inhibitor: 7%

Screening results: PubChem, National Center for Advancing Translational Sciences (NCATS)
